Screens (PubChem)
GPR55 activation: GPR55 agonists via beta-arrestin recruitment, primary screen, imaging, U2OS cells, beta-arrestin-GFP redistribution (AID 1961) | U2OS GPR55 beta-arrestin-GFP redistribution imaging; higher % means a stronger effect | one-dose activation, % at 10 µM; EC50 in µM for titrated hits | 0.048% of 290,000 active;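 active = activation above 40% with more than 50 cells counted in the well; inconclusive = wells holding fewer than 50 cells, flagged as toxic or sparse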;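 also: U2OS osteosarcoma cells stably expressing GPR55 and beta-arrestin-GFP; plate controls were DMSO negative control for no effect and LPI positive control for full effect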
KOR beta-arrestin-1: kappa opioid receptor activators – cell-based, luminescence, uHTS, primary screen (AID 1777); KOR beta-arrestin recruitment, luminescence; higher % means a stronger effect; one-dose activation, % at 10 µM; EC50 in µM for titrated hits; 0.02% of 280,000 active; in the data active = activation above about 50%, passing the limit was not always enough; also: a part of the inactive calls stands beside numbers as strong as those of hits
GPR35 arrestin U2OS: inhibition of zaprinast-stimulated GPR35 beta-arrestin translocation – imaging, U2OS, beta-arrestin-GFP, zaprinast agonist, primary screen (AID 2058); U2OS GPR35 beta-arrestin-GFP translocation imaging, zaprinast antagonism; higher % means a stronger effect; inhibition, % at 10 µM; hits with a dose series show IC50 in µM; 0.052% of 290,000 active;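 active = inhibition of at least 50% with at least 30 cells and total cytoplasm GFP at most 10,000,000; inconclusive = under 30 cells or total GFP of 10,000,000 plus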
NOD1 NF-kB reporter: NOD1 signaling inhibitors, primary screen, cell-based, luminescence, uHTS (AID 1578); NOD1-driven NF-kB luciferase reporter cells, luminescence; higher % means a stronger effect; one-dose inhibition, % at 4 µM; EC50 in µM for titrated hits; 1% of 290,000 active; in the data active = inhibition mostly above about 36%, no sharp cut-off; inactive = mostly below about 34%;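 also: HEK-293T reporter cells stimulated with the NOD1 agonist gamma-tri-DAP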
Dengue-2 NS5 capping: flavivirus cap methylation enzyme inhibition – biochemical, confirmation dose response, primary screen (AID 588689); inhibition, % at 25 µM, or IC50 in µM where a hit was titrated; Dengue-2 NS5 methyltransferase capping enzyme assay, biochemical; higher % means a stronger effect; 0.3% of 340,000 active; in the data active = a potency from the dose series; inconclusive = inhibition above about 29% without an active follow-up result
GPR55 antagonists: GPR55 antagonists blocking LPI-driven arrestin recruitment, primary screen, imaging, U2OS, beta-arrestin-GFP, LPI agonist (AID 2013); U2OS GPR55 beta-arrestin-GFP translocation imaging, LPI antagonism; higher % means a stronger effect; inhibition, % at 10 µM, or IC50 in µM where a hit was titrated; 0.13% of 290,000 active;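 active = spots per cell inhibited over 60%, with over 100 cells counted and total cytoplasm intensity under 500,000; inconclusive = wells with under 100 cells, flagged as likely toxic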;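 also: U2OS cells stably carrying GPR55 and arrestin-GFP stimulated by 5 µM LPI near EC80; imaged beta-arrestin-GFP aggregate spots per cell after agonist stimulation; plate controls were LPI-stimulated DMSO wells for no effect and DMSO wells without LPI for full effect; some results filed as inactive read as strong as hits; confirmed hits need IC50 under 10 µM and bright autofluorescent wells are also inconclusive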
KOR beta-arrestin-2: kappa opioid receptor blockers – cell-based, luminescence, uHTS (AID 1778). KOR beta-arrestin recruitment, luminescence, antagonist mode; higher % means a stronger effect. inhibition, % at 10 µM, or IC50 in µM where a hit was titrated. 0.091% of 290,000 active; in the data active = inhibition above about 50%; also: strong numbers were not always called active
West Nile antiviral: inhibition of WNV-induced cytopathic effect – cell-based, CPE readout (AID 1621); West Nile virus-infected cells, CPE inhibition; higher % means a stronger effect; one-dose CPE inhibition, % at 10 µM; IC50 in µM for titrated hits; 0.02% of 290,000 active; in the data active = a potency from the dose series; inconclusive = CPE inhibition mostly from about 3.7% at the one dose, without a potency; inactive = the rest, 99 in 100 with CPE inhibition below about 2.2%; also: strong numbers were not always called active
HIV peptide binding: cell-free HIV fusion peptide-binding blockers – biochemical, uHTS, fluorescence dequenching, primary screen (AID 1986). cell-free peptide binding, fluorescence dequenching, 30 min; higher % means a stronger effect. one-dose inhibition, % at 20 µM; IC50 in µM for titrated hits. 0.3% of 290,000 active; in the data active = inhibition mostly above about 52%, no sharp cut-off; inactive = mostly below about 76%; also: some results filed as inactive read as strong as hits
Dengue-2 NS5 capping pilot replicate: recorded beside Dengue-2 NS5 capping, whose call it bears; inhibition, %; measured here: pilot screen replicate inhibition
Active calls of the source: *; ? = inconclusive; / = not tested or not shown; [ ] = dose if it differs, or a comment.

SMILES	GPR55 activation	KOR beta-arrestin-1	GPR35 arrestin U2OS	NOD1 NF-kB reporter	Dengue-2 NS5 capping	GPR55 antagonists	KOR beta-arrestin-2	West Nile antiviral	HIV peptide binding	others
O=C(Cc1ccc(-n2c(=O)c3ccccc3n(Cc3ccccc3F)c2=O)cc1)NCC1CCCO1 (stereo unspecified)	0.2%	-1.8%	9%	-9%	-5%	6%	28%	-0.4%	-1.5%
OCCC1CN(Cc2ccc3nonc3c2)CCN1Cc1ccsc1 (stereo unspecified)	-0.1%	-1.7%	23%	-16%	-3%	5%	16%[20 µM]	-0.7%	1.1%
CCOc1cc(C(=O)NCCOC)cc(OCC)c1OCC	-0.2%	-4.1%	9%	-23%	8%	2%	20%	0.3%	1.9%
O=C1NN=COc2ccccc21	-0.1%	-9.7%	-7%	-16%	-7%	7%	-20%[20 µM]	0.3%	-3.2%
COC(=O)CSc1nnc(CSc2nc(C)cc(C)n2)o1	-0.2%	-3.8%	0%	-33%	-4%	-10%	-21%	0.0%	-1.6%
COc1ccccc1NC(=O)CN1CCN(Cc2ccccc2)CC1	0.2%	-0.1%	-8%	-12%	-7%	9%	14%	-0.2%	0.1%	Dengue-2 NS5 capping pilot replicate=-6.8
COc1ccc(N2C(=O)CCC(C(=O)Nc3cccc(C)n3)C2c2ccc(OC)c(OC)c2)cc1 (stereo unspecified)	-0.1%	-3.7%	-6%	3%	-9%	6%	7%	-0.4%	-1.1%
CCCNC(=O)c1cccc(NC(=O)C(C)C)c1	-0.1%	-6.1%	-15%	-31%	4%	0%	10%[20 µM]	0.1%	-1.0%
CCCc1cc(=O)[nH]c(SCC(=O)NC(=O)c2ccccc2)n1	0.3%	5.0%	7%	20%	3%	8%	10%	-0.7%	1.6%
C/C(=N\NC(=O)c1ccncc1)c1cccs1	-0.3%	-6.8%	9%	-12%	-4%	13%	22%	0.1%	2.0%
CCC1CCCCN1CCNS(=O)(=O)c1ccc2c(c1)CCN2C(C)=O (stereo unspecified)	-0.1%	1.4%	3%	-32%	-6%	2%	-8%	-0.4%	-0.1%
Clc1cc2nc[nH]c2cc1Cl	0.3%	2.7%	2%	5%	-2%	-12%	-9%	-0.2%	0.3%
Cn1cc(SCC(=O)NC2CCCC2)c2ccccc21	-0.1%	2.3%	-1%	-12%	-4%	14%	-15%	0.3%	0.9%
COc1cc(NC(=O)c2cccnc2Sc2ccc(C)c(C)c2)cc(OC)c1OC	0.3%	-2.1%	-3%	0%	-6%	7%	-2%	-0.5%	0.0%
Cn1c(Nc2ccc(Cl)cc2)cc(=O)n(C)c1=O	-0.2%	-3.3%	9%	-10%	-4%	3%	6%[20 µM]	0.1%	-1.4%
CCOCCCNC(=S)N1CCC(C(=O)c2ccc(C)cc2)CC1	-0.1%	-3.2%	18%	-4%	-5%	5%	-8%[20 µM]	-1.3%	-1.1%
CSc1ncccc1C(=O)OCc1ccc([N+](=O)[O-])cc1	0.1%	2.9%	-4%	-49%	5%	1%	-24%	-0.2%	-1.2%
Cc1ccc2cc(CN(CCCO)S(=O)(=O)c3cccc4nsnc34)c(=O)[nH]c2c1	-0.1%	5.4%	5%	14%	-7%	7%	-29%	-0.3%	0.2%
O=C(CCCNC(=O)/C(=C\c1ccc(F)cc1)NC(=O)c1ccccc1)OCc1ccccc1	0.3%	8.0%	7%	11%	-1%	18%	-15%	0.0%	0.5%
COc1cccc(N2CC(C(=O)Nc3nnc(SCC(=O)N4CCCC4)s3)CC2=O)c1 (stereo unspecified)	-0.2%	2.7%	0%	-22%	-5%	11%	-10%	0.1%	0.4%
NC(=O)CC1NC(=O)c2ccccc21 (stereo unspecified)	0.6%	-1.2%	12%	8%	1%	-2%	-1%	-0.4%	-1.3%	Dengue-2 NS5 capping pilot replicate=3.0
COc1ccc(C2C(C#N)=C(N)Oc3cc(N)ccc32)cc1OC (stereo unspecified)	0.3%	-1.4%	8%	8%	-9%	-19%	35%	?	-2.6%
Cc1nnc2n(c1=O)C(CS(=O)(=O)c1ccc3ccccc3c1)CS2 (stereo unspecified)	-0.4%	-0.4%	0%	-13%	-4%	-8%	-21%	0.4%	-1.3%
Cc1ccc(SCC(=O)NC(=O)Nc2ccc3c(c2)OCCO3)c(C)c1	0.1%	-1.8%	2%	-19%	4%	3%	1%	-0.3%	-1.3%
O=C1/C(=N\S(=O)(=O)c2cccs2)C([n+]2ccc(CCCc3ccccc3)cc2)=C([O-])c2ccccc21	-0.2%	2.3%	-8%	-2%	/	4%	-10%	?	8.7%
CCC1(c2ccc(F)cc2)NC(=O)N(CC(=O)N2CCOCC2)C1=O (stereo unspecified)	-0.2%	-0.5%	-2%	4%	/	8%	28%	-0.1%	0.2%
CC1(C)CC2(CC(c3ccccc3)Oc3cc(O)ccc32)NC(=O)N1 (stereo unspecified)	-0.1%	-3.8%	1%	-14%	/	-2%	20%[20 µM]	-0.9%	2.7%
COc1ccc(S(=O)(=O)N(C)CC(=O)Nc2ccccc2OC)cc1	-0.1%	-0.9%	-7%	2%	-4%	4%	-33%	-0.4%	0.8%
O=C(NC1=NCCS1)c1cc(Cl)ccc1Cl	-0.2%	-6.6%	6%	-2%	-6%	8%	34%	-0.1%	-1.0%
O=C1COc2ccc(C(=O)CSc3nnc(NCc4ccccc4)s3)cc2N1	0.2%	-1.3%	12%	-11%	-5%	3%	21%	0.1%	0.2%
COCc1nc2ccccc2n1Cc1ccccc1	-0.2%	2.7%	-3%	-3%	2%	4%	-35%	-0.7%	-1.7%
C[C@H](NC(=O)NCc1ccc(F)cc1)C(=O)O	-0.2%	-1.0%	-3%	-19%	-5%	-3%	-20%	-0.1%	-2.2%
CCOc1ccccc1C(=O)Nc1ccsc1C(=O)OC	0.4%	3.2%	-13%	-24%	-2%	-27%	1%	-1.5%	-2.7%
CC(C)c1ccc(N(C)C(=O)Cc2c(C(=O)O)n(C)c3ccccc23)cc1	-0.1%	-1.6%	19%	-2%	8%	3%	-5%	0.6%	4.6%
CC(OC(=O)c1cccs1)C(=O)NCc1cccs1 (stereo unspecified)	-0.4%	-5.9%	5%	2%	-9%	-5%	-28%	0.2%	-3.8%
O=c1c2ccccc2nnn1CSc1nnc(-c2cccc(S(=O)(=O)N3CCCCC3)c2)o1	-0.1%	-0.3%	-1%	-6%	2%	-12%	-8%	3.1%	-1.5%
COc1ccc(NS(=O)(=O)c2ccc3c(c2)CCO3)cc1	0.0%	4.4%	-4%	11%	-2%	6%	27%	-0.7%	-1.3%
CC(C)n1c(SCC(=O)N2c3ccccc3Sc3ccccc32)nc2c1c(=O)n(C)c(=O)n2C	-0.2%	6.2%	15%	4%	-2%	4%	-40%	2.0%	5.1%
COc1cccc(C2NC(CCSC)(C(=O)O)C3C(=O)N(C(C)C)C(=O)C23)c1O (stereo unspecified)	0.2%	-2.3%	10%	-10%	5%	12%	19%	0.2%	-1.4%
Cc1cc(C)cc(-n2c(N)c(C(=O)Nc3c(C)n(C)n(-c4ccccc4)c3=O)c3nc4ccccc4nc32)c1	-0.1%	39%	-15%	13%	-6%	3%	-22%	?	10%

Looked up one by one from the entries so far, two records:
SMILES	GPR55 activation	KOR beta-arrestin-1	GPR35 arrestin U2OS	NOD1 NF-kB reporter	Dengue-2 NS5 capping	GPR55 antagonists	KOR beta-arrestin-2	West Nile antiviral	HIV peptide binding	others
Cc1cc(C)cc(-n2c(N)c(C(=O)Nc3c(C)n(C)n(-c4ccccc4)c3=O)c3nc4ccccc4nc32)c1	-0.1%	39%	-15%	13%	-6%	3%	-22%	?	10%
CCOc1ccccc1C(=O)Nc1ccsc1C(=O)OC	0.4%	3.2%	-13%	-24%	-2%	-27%	1%	-1.5%	-2.7%

Additional compounds follow.
SMILES	GPR55 activation	KOR beta-arrestin-1	GPR35 arrestin U2OS	NOD1 NF-kB reporter	Dengue-2 NS5 capping	GPR55 antagonists	KOR beta-arrestin-2	West Nile antiviral	HIV peptide binding	others
C=CCn1c(SCCOC)nc2c1c(=O)[nH]c(=O)n2C	-0.1%	-5.0%	13%	1%	2%	6%	14%	0.1%	-0.3%
Cc1onc(-c2ccccc2)c1C(=O)N1CCN(c2ccccc2)CC1	-0.1%	2.4%	-2%	-8%	0%	4%	34%	-0.8%	0.8%
CCOc1cc(-c2nc(-c3ccc(C)nc3OC)no2)cc(OCC)c1OCC	0.5%	20%	7%	-18%	-4%	-18%	-44%	0.0%	-1.8%
O=C(c1ccc(F)cc1)N1CCN(C(=O)c2ccc([N+](=O)[O-])cc2)CC1	-0.2%	-1.4%	15%	-28%	-2%	6%	-19%	0.8%	-0.4%
CCn1nnnc1SCC(=O)Nc1ccc2c(c1)OCO2	-0.3%	-5.5%	-19%	-38%	6%	3%	15%	-0.2%	2.4%
CCOc1ncccc1C(=O)N=c1sccn1C	0.2%	8.4%	20%	4%	4%	4%	-24%	0.2%	-0.5%
c1ccc(CN2CCN(c3nc(NCc4ccco4)c4ccccc4n3)CC2)cc1	0.0%	7.4%	11%	-34%	-6%	39%	-32%	0.2%	1.6%
C=CCn1c(SCC(=O)NC)nc2sc3c(c2c1=O)CCC3	-0.1%	2.1%	-9%	-48%	-2%	-17%	4%	/	-1.5%
COc1ccccc1NC(=O)Nc1ccnn1C1CCN(C(=O)c2ccccn2)CC1	0.0%	-4.0%	-8%	-32%	-5%	18%	24%	-0.7%	-1.1%
O=C(Nc1ccc(Cl)cc1)Nc1cc([N+](=O)[O-])ccc1F	0.0%	-2.4%	-2%	30%	-9%	15%	-17%	-1.2%	2.6%
O=C(Nc1ccc(F)cc1)c1ccc(Br)c(S(=O)(=O)N2CCOCC2)c1	/	-0.2%	16%	3%	-7%	-11%	-14%	-1.2%	0.5%
Cc1ccccc1-c1n[nH]c(=S)n1C	0.0%	-1.7%	13%	-10%	-4%	9%	-24%	0.2%	-1.3%
CCN(CC)C(=O)CSc1nc2cc3c(cc2c(=O)n1CCCC(=O)NCc1ccc(OC)cc1)OCO3	-0.5%	-2.7%	18%	-29%	-1%	4%	20%	-0.9%	1.0%
CCCC1CCC(=NNC(=S)NCCc2ccccc2)CC1 (stereo unspecified)	0.2%	1.5%	10%	-31%	-2%	19%	14%	-1.7%	-1.7%
O=C(Oc1ccc(N(Cc2cccs2)C2=NS(=O)(=O)c3ccccc32)cc1)c1ccccc1F	-0.1%	-2.4%	1%	-20%	-5%	10%	6%	-0.3%	-0.5%	Dengue-2 NS5 capping pilot replicate=-0.9
CCCCOc1ccc(C(O)C(CN2CCOCC2)c2ccccc2)cc1 (stereo unspecified)	-0.3%	2.4%	-16%	-6%	-11%	0%	-10%	-0.7%	1.1%

Some of the compounds tested; count on the stated rates, not on these rows.
